# Source: PubChem BioAssay
# Mtb BioA inh – blocks M. tuberculosis BioA enzyme activity | purified M. tuberculosis BioA enzyme, plate reader | inhibition, % at 9.99 µM | actives 0.096% (n = 360,000) | AID 602481; in the data active = inhibition above about 40%; inconclusive = no clear call, values can overlap the other calls
# UGM FP inh – blocks M. tuberculosis UGM enzyme; actives 0.06% (n = 320,000); inhibition, % at 10 µM; purified UGM, fluorescence polarization probe displacement; in the data active = inhibition above about 10%, passing the limit was not always enough; inconclusive = no clear call, values can overlap the other calls
# Target sequence (P9WIQ1 whole entry, looked up): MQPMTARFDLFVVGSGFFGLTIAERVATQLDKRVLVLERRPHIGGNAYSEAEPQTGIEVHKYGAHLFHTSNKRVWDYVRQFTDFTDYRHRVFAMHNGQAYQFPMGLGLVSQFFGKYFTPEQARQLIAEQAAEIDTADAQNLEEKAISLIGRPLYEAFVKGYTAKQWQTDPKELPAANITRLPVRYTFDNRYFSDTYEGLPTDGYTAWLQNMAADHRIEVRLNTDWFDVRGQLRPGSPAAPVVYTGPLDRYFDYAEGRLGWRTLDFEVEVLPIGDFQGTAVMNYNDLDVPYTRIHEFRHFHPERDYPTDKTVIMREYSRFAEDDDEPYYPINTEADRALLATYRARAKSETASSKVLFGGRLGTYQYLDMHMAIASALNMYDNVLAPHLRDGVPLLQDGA
# FBA Mtb inh – inhibits M. tuberculosis FBA enzyme. P9WQA3. purified M. tuberculosis FBA, fluorescence read-out. inhibition, % at 1 µM. actives 2.3% (n = 360,000); in the data active = inhibition above about 27%;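 also: 0% = vehicle and 100% = reference inhibitor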
# Target sequence (P9WQA3 whole entry, looked up): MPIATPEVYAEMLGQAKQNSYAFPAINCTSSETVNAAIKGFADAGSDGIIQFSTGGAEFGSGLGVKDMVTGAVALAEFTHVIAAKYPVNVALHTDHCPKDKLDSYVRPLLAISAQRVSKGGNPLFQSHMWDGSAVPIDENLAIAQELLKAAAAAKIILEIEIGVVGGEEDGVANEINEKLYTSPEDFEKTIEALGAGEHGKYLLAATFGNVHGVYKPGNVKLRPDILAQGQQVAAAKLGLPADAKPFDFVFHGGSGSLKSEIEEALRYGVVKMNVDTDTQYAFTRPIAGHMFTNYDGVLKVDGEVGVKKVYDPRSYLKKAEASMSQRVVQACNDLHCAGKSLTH
# GDH-TPI inh – GDH-TPI coupled enzyme inhibition counter-screen; GDH-TPI coupled enzyme counterscreen, NADH absorbance; inhibition, % at 4.8 µM; actives 1.2% (n = 360,000);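 also: 0% = DMSO wells and 100% = wells lacking the enzyme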
# MazEF act – MazEF (E. coli) toxin RNase activation; P0AE70; FAM/BHQ RNA-DNA oligo cleavage fluorescence, 5 h; activation, % at 20 µM; actives 0.32% (n = 350,000); in the data active = activation above about 50%
# Target sequence (P0AE70 whole entry, looked up): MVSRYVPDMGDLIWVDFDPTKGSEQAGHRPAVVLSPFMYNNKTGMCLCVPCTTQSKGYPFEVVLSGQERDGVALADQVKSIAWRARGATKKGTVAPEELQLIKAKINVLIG
# VHR inh abs – inhibitors of human VHR1 phosphatase (DUSP3) | recombinant VHR phosphatase, pNPP absorbance | P51452 | AID 1654 | inhibition, % at 13.3 µM | actives 0.52% (n = 290,000); in the data active = inhibition above about 50%; also: some compounds called inactive have numbers as strong as hits
# Target sequence (P51452 whole entry, looked up): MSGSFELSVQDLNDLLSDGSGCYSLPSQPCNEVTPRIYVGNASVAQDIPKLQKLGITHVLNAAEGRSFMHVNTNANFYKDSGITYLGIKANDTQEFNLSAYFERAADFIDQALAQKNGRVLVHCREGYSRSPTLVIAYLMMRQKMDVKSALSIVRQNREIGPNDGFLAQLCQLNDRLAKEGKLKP
# FadD28 FP inh – inhibitors of Mycobacterium tuberculosis FadD28 bisubstrate binding; AID 588549; FadD28 bisubstrate probe binding, fluorescence polarization; actives 0.22% (n = 360,000); inhibition, % at 12.5 µM; in the data active = inhibition above about 8.5%, passing the limit was not always enough; inconclusive = no clear call, values can overlap the other calls
# CCHF vOTU inh – blocks the CCHF virus ovarian tumor domain protease; actives 0.55% (n = 370,000); inhibition, % at 11.5 µM; CCHFV vOTU protease, Pep-AMC fluorescence; also: 0% = vehicle wells with enzyme and 100% = no enzyme wells
# Rv3671c inh – Rv3671c (M. tuberculosis) protease inhibition; inhibition, % at 5.96 µM; actives 0.048% (n = 320,000); AID 2606; in the data active = inhibition above about 38%;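 also: extracellular domain of Rv3671c used as enzyme; 0% = enzyme with DMSO and 100% = no enzyme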
# BoNT-F LC inh – inhibitors of Botulinum neurotoxin F light chain protease. Multiplex microsphere protease cleavage assay, flow cytometry. inhibition, % at 10 µM. actives 0.22% (n = 360,000). AID 588497; in the data active = inhibition above about 35%, passing the limit was not always enough; inconclusive = no clear call, values can overlap the other calls; also: plate controls were buffer without enzyme for full effect and enzyme alone for no effect
# Starred values were filed as active, the others as inactive; ? = inconclusive; . = no result given. Rule as the data show it, unless noted: active = inhibition above about 30%; inactive = the rest.
no.	SMILES	Mtb BioA inh	UGM FP inh	FBA Mtb inh	GDH-TPI inh	MazEF act	VHR inh abs	FadD28 FP inh	CCHF vOTU inh	Rv3671c inh	BoNT-F LC inh
1	Cc1ccc(C)c(S(=O)(=O)Nc2cc3c4c(c2)CC(=O)N4CCC3)c1	0.7	0.3	1.9	3.5	-0.4	.	-1.2	-15.7	2.3	-4.9
2	COc1ccc(CNC2CCCCC2C)c(OC)c1 (stereo not drawn)	.	3.8	24.4	-0.4	-0.5	17.9	-3.2	.	-10.6	2.0
3	COC(=O)CCc1ccc(O)cc1	-1.5	-1.5	5.1	9.8	14.2	16.5	-1.1	-3.7	1.5	-0.5
4	Cc1ccc(NC(=O)COC(=O)c2ccc[n+]([O-])c2)c(Br)c1	-0.2	-1.1	2.7	9.1	-12.2	.	-1.4	8.7	0.5	1.3
5	CCC(C)(C)NC(=O)C(c1ccc(C)cc1)N(Cc1cccnc1)C(=O)c1csnn1 (stereo not drawn)	-2.8	-1.8	-1.6	-3.7	-21.2	29.0	0.8	-2.1	-9.8	18.8
6	COc1ccc(CC(=O)NNC(=O)c2nn(Cc3ccccc3)c(=O)c3ccccc23)cc1OC	.	1.8	1.7	7.4	3.8	24.9	-2.1	-8.3	1.6	-4.4
7	O=C(N/N=C/CCc1ccccc1)c1ccccc1	-1.0	-1.5	-1.0	-1.8	1.0	7.1	-2.4	-0.6	0.0	-12.2
8	Cc1nn(C)c(N)c1[N+](=O)[O-]	.	-0.6	-2.7	7.1	-1.3	18.6	-3.5	-6.4	10.3	0.9
9	Cc1cc(NC(=O)c2cc(-c3cccc(Cl)c3)on2)no1	1.1	2.2	-0.4	-5.2	-0.8	15.1	-0.6	-6.9	-6.4	12.8
10	Cc1ccc(NS(=O)(=O)c2ccc(C(=O)NCCCN3CCOCC3)cc2)cc1	-0.2	-0.2	0.2	2.5	5.5	.	-1.5	8.4	1.4	.
11	Cc1ccc(S(=O)(=O)c2nc(NN(C)C)sc2Cl)cc1	.	3.8	-7.4	4.9	1.4	10.8	-5.3	5.5	12.8	-10.1
12	COC(=O)c1ccc(OCC(O)CNC2CCCC2)cc1 (stereo not drawn)	0.2	-0.4	2.0	-2.5	8.6	6.1	-3.8	-10.0	-1.6	-23.8
13	NC(=O)c1ccc(N=Cc2c(O)ccc3ccccc23)cc1	-0.8	-2.4	-1.5	7.7	-3.8	.	-2.2	-5.8	-0.3	.
14	CCc1ccc(NC(=O)CSc2nc3ccccc3c(=O)n2CCCC(=O)N2CCCC2)cc1	-0.5	-0.7	2.9	13.6	0.1	3.0	-2.5	-2.5	-1.6	0.6
15	CCOC(=O)c1ccc(NC(=O)CSC2=NC(=O)C(CC)C(=O)N2)cc1 (stereo not drawn)	0.9	-1.7	-2.0	1.9	5.1	-0.1	-4.2	-7.7	-2.4	-2.0
16	O=C(Nc1ccc(Cl)cc1)c1cc(-c2cccs2)on1	0.7	-3.6	5.2	-0.3	-21.0	-13.9	-1.0	-0.8	-1.7	2.3
17	Cc1cc2ccccc2n1CCNC(=O)COc1ccccc1	0.1	2.9	5.7	2.0	-14.9	-9.6	0.4	4.3	10.2	-87.7
18	CN1CCOc2cc(S(=O)(=O)NCc3ccc(S(N)(=O)=O)cc3)ccc21	0.0	-2.0	-2.8	-0.7	-0.2	0.3	-2.6	0.2	-1.0	7.3
19	O=C1CCC2c3ccc4ccccc4c3CCN12 (stereo not drawn)	-2.1	-0.7	2.2	-12.2	2.9	-9.6	-3.5	4.1	1.7	-4.2
20	Cc1noc(C)c1CSc1nnc(-c2ccncc2)n1-c1ccc(Cl)c(Cl)c1	17.6	-0.7	-1.7	-4.2	1.4	21.9	-2.6	2.1	3.8	-5.7

# Sorted by formula weight (lowest first): part of the list above
no.	SMILES	Mtb BioA inh	UGM FP inh	FBA Mtb inh	GDH-TPI inh	MazEF act	VHR inh abs	FadD28 FP inh	CCHF vOTU inh	Rv3671c inh	BoNT-F LC inh
8	Cc1nn(C)c(N)c1[N+](=O)[O-]	.	-0.6	-2.7	7.1	-1.3	18.6	-3.5	-6.4	10.3	0.9
9	Cc1cc(NC(=O)c2cc(-c3cccc(Cl)c3)on2)no1	1.1	2.2	-0.4	-5.2	-0.8	15.1	-0.6	-6.9	-6.4	12.8
5	CCC(C)(C)NC(=O)C(c1ccc(C)cc1)N(Cc1cccnc1)C(=O)c1csnn1 (stereo not drawn)	-2.8	-1.8	-1.6	-3.7	-21.2	29.0	0.8	-2.1	-9.8	18.8
6	COc1ccc(CC(=O)NNC(=O)c2nn(Cc3ccccc3)c(=O)c3ccccc23)cc1OC	.	1.8	1.7	7.4	3.8	24.9	-2.1	-8.3	1.6	-4.4

# The listing continues.
no.	SMILES	Mtb BioA inh	UGM FP inh	FBA Mtb inh	GDH-TPI inh	MazEF act	VHR inh abs	FadD28 FP inh	CCHF vOTU inh	Rv3671c inh	BoNT-F LC inh
21	C=CCN(C(=O)CC(NC(C)=O)c1ccccc1)c1nc(-c2ccc(S(C)(=O)=O)cc2)cs1 (stereo not drawn)	2.0	1.0	20.4	3.3	1.0	11.8	-3.9	11.6	-10.7	4.2
22	O=C(Nc1ccc(Cl)c(Cl)c1)C1CC(=O)N(c2ccc(Br)cc2)C1 (stereo not drawn)	1.1	1.4	0.7	-5.6	10.3	13.3	-7.5	-16.9	-39.3	3.8
23	O=c1c(Cl)c(NS(=O)(=O)c2ccccc2)cnn1-c1ccccc1	0.2	-2.6	-0.8	0.5	1.0	13.3	-2.1	-11.2	0.1	-4.7
24	O=C1C2C(c3ccccc3)=NN(c3ccccc3)C2C(=O)N1c1ccccc1 (stereo not drawn)	-2.9	2.0	4.5	0.0	-5.9	-2.9	-0.2	-17.8	-9.4	-1.5
25	O=C(c1ccc(Cl)s1)N1CCCC1	-6.2	-2.0	2.4	9.3	6.0	-4.6	-0.2	-11.2	-0.4	-5.4
26	Nc1nc(CN2CCN(Cc3ccccc3)CC2)nc(Nc2ccc3c(c2)OCCO3)n1	.	-1.2	-4.7	0.0	1.9	18.0	1.2	-17.1	-11.0	-7.4
27	CCOC(=O)C1=C(C)c2ccccc2OC1(CC)C(=O)OCC (stereo not drawn)	-1.3	.	1.7	9.4	4.4	.	1.0	1.8	.	-1.6
28	COc1ccc(Nc2nnc(SCC(=O)Nc3cc(C)on3)s2)cc1	-0.4	.	0.8	21.7	42.6	18.8	-0.2	7.8	.	-1.3
29	O=C(c1cc(-c2ccc(Cl)s2)nc2ccccc12)N1CCCC1	0.0	1.3	57.8*	10.3	-1.4	5.4	-4.5	-1.8	-0.5	0.8
30	CCc1nc(SCC(=O)Nc2nnc(C(C)C)s2)n[nH]1	2.5	.	-0.7	-2.7	-1.1	.	-2.5	7.9	.	-5.6
31	COc1ccc(N2C(=O)C(Cl)=C(Nc3ccccc3O)C2=O)cc1	1.0	-1.5	-3.1	-5.6	7.2	-10.4	-3.7	8.6	9.4	-11.3
32	CCOc1cc(/C=N/NC(=O)C(=O)NCc2cccnc2)ccc1O	-2.3	0.6	-5.2	22.7	8.6	14.4	0.3	15.6	-2.6	-2.8
33	O=C(CSc1nnc(-c2cccc(Br)c2)o1)N1CCNC1=O	4.9	2.0	-1.5	-1.6	2.3	.	-3.4	3.1	9.0	3.2
34	COc1ccccc1C(=O)NNC(=O)c1ccc(NC(=O)C(C)C)cc1	.	.	-2.9	-9.6	-4.5	17.5	-2.5	-8.3	.	-3.2
35	CC(C)CN(C(=O)CN(C)CC(=O)Nc1ccc(Cl)c(C(F)(F)F)c1)c1c(N)n(CC(C)C)c(=O)[nH]c1=O	-1.5	-4.7	4.1	0.0	-6.2	.	-3.1	-10.4	-1.8	-3.0
36	O=C1CC(c2ccccc2)n2nc(NC(=O)c3cccs3)nc2N1 (stereo not drawn)	-0.8	1.3	5.7	9.3	7.8	1.5	-0.1	8.9	6.5	16.8
37	O=C(Nc1nc(-c2cccnc2)cs1)c1cccc([N+](=O)[O-])c1	1.2	-0.7	4.5	5.0	12.8	-2.0	0.0	15.0	-1.4	-1.9
38	COCCn1c(C)cc(C(=O)COC(=O)c2c(C)nn(Cc3ccccc3)c2C)c1C	1.4	1.2	-0.9	-0.9	-3.3	-7.7	-2.4	11.9	-1.7	-17.2
39	CCOc1ccccc1NC(C)C(=O)NC(=O)NC1CCCCC1 (stereo not drawn)	-0.7	-0.2	-0.6	-4.0	-7.2	.	-2.7	-5.6	0.3	-2.2
40	CCCC1=NN2C(=N)/C(=C\c3cc(C)n(-c4cccc(C)c4)c3C)C(=O)N=C2S1	.	1.2	-1.1	15.1	4.5	-0.9	1.9	-3.6	-4.7	-14.5
41	CCN1CCN(CC(=O)N2CCCC(C(=O)c3ccc(Oc4ccccc4)cc3)C2)CC1 (stereo not drawn)	1.3	-0.3	-11.2	-7.8	-0.5	-13.3	-2.1	5.8	5.1	-0.1
42	Cc1cc(C)c2nc(NC(=O)[C@@H](NC(=O)c3cccc(S(=O)(=O)N4CCOCC4)c3)C(C)C)sc2c1	-1.0	1.8	0.0	2.9	-5.9	-0.8	-3.2	-12.9	-35.6	9.4
43	O=C(CN1CCN(S(=O)(=O)c2ccc(F)cc2)CC1)NC1CC1	-0.4	0.3	0.3	4.2	3.8	18.5	-4.4	4.0	-3.1	23.9
44	COc1cc(C2c3[nH]c4ccccc4c3C[C@H]3C(=O)N(C4CC4)CC(=O)N23)ccc1OC(C)C (stereo partly drawn)	-1.3	1.0	2.8	-2.9	7.0	31.9	-0.5	-11.8	-6.1	-4.0
45	O=C(c1ccccc1)N1N=C(C(F)(F)F)CC1(O)c1ccccc1 (stereo not drawn)	-1.5	1.1	-2.1	-1.1	8.0	9.8	-3.0	6.7	9.2	-10.9
46	CCCc1cc(=O)[nH]c(SCC(=O)N2CCC(C(=O)OCC)CC2)n1	0.4	0.9	5.4	6.6	-6.1	3.0	-1.1	-0.7	2.5	-34.0
47	Cc1c(-n2c(SCC(=O)C(C)(C)C)nc3ccccc3c2=O)c(=O)n(-c2ccccc2)n1C	-5.9	-1.6	144.6*	7.6	-0.8	13.1	-1.3	-7.8	-4.7	1.4
48	O=C(NC1CCCCCC1)c1ccccc1-c1ccccc1	.	-1.1	0.3	-0.7	4.2	-8.8	-0.3	0.9	-6.3	2.3
49	O=C(CSc1nnc(-c2ccco2)n1Cc1ccccc1)NC(=O)NCc1ccccc1	3.4	-0.2	-0.7	-6.2	5.0	10.4	-4.6	4.6	-3.7	-2.8
50	CCOc1ccc(C)cc1S(=O)(=O)n1nc(C)cc1C	.	-1.0	5.2	4.3	6.1	16.5	-0.7	-9.7	0.6	-0.6
51	COc1ccc(Nc2nc3ccccc3n3nnnc23)cc1	-3.2	-1.3	1.9	18.8	13.9	9.0	-1.2	-10.5	-4.3	4.6
52	CN1CCc2c(sc3c2C(=O)NC(c2ccc(-c4ccc(Cl)cc4)o2)N3)C1 (stereo not drawn)	7.0	0.3	5.7	-2.3	-37.7	-9.3	-1.7	-3.5	6.6	?
53	CC(C)NC(=O)c1onc(CSc2cccc(Cl)c2)c1C(=O)O	-0.2	-0.2	-0.3	-1.7	-3.2	20.5	-1.5	4.6	-5.6	-0.4
54	CC(C)c1ccc(OCC(O)Cn2cnc3ccccc32)cc1 (stereo not drawn)	0.7	-4.5	-0.1	-1.9	0.2	5.0	-5.4	15.3	-4.9	-1.2
55	CCn1c(C)nc2cc(C(N)=O)ccc21	1.7	0.6	2.1	0.3	9.2	48.7	-3.4	-10.9	2.3	?
56	C/C(=N\NC(=O)c1ccccc1O)c1ccc(NC(=O)c2ccccc2)cc1	5.4	1.7	0.4	13.7	1.9	5.5	-2.9	18.4	.	6.4
57	CCOc1ccc(NC(=O)C2C3CCC4C(CCC32)C4(Cl)Cl)cc1 (stereo not drawn)	.	0.5	2.7	14.9	1.7	19.1	-1.2	0.0	-5.1	-0.7
58	O=C(Cn1c(SCC(=O)N2CCc3ccccc32)nc2ccccc21)NC1CCCC1	-1.4	0.3	-3.8	-0.5	-6.6	4.2	-0.2	-1.8	7.6	-4.9
59	COCCNC(=O)c1ccc(-n2c(SCc3cccnc3)nc3ccccc3c2=O)cc1	1.4	-0.1	-3.7	1.2	7.3	5.9	-1.4	-6.3	10.0	-4.5
